Hsp70 inhibitors: Hsp70 inhibitors, probe displacement, primary screen, biochemical, fluorescence polarization (AID 583); Hsp70 fluorescence polarization probe displacement, mP; higher % means a stronger effect; displacement, % at 20 µM, or IC50 in µM where a hit was titrated; hit rate 0.06% among 140,000; in the data active = displacement above about 50%;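 note: plate controls were vehicle for no effect and reference ligand for full effect; a part of the inactive calls stands beside numbers as strong as those of hits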
MKP-3 inhibition: MKP-3 phosphatase inhibitors, primary screen, biochemical, rat enzyme, in vitro (AID 425). hit rate 0.17% among 110,000. recombinant MKP-3 phosphatase activity, fluorescence; higher % means a stronger effect. inhibition, % at 20 µM, or IC50 in µM where a hit was titrated; in the data active = inhibition above about 50%;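 note: plate controls were vehicle for no effect and reference inhibitor for full effect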
The depositor's hits bear a star; nt = no result given; & = joins results of further samples.

SMILES	Hsp70 inhibitors	MKP-3 inhibition
COc1ccccc1N1CCN(C(c2cc3ccc(C)cc3[nH]c2=O)c2nnnn2C2CCCC2)CC1 (configuration not stated)	-1.1%	2%
COc1ccc(/C=N/NC(=O)Cc2nnc(N)s2)cc1OC	5.1%	-1%
CCOC(=O)c1cnc(-n2nc(C)cc2C)nc1N(C)C	-1.1%	-5%
CCSc1nnc2c(n1)OC1(CCCC1)Nc1ccccc1-2	1.7%	4%
Cc1noc(C)c1S(=O)(=O)NCCc1ccc(S(N)(=O)=O)cc1	0.1%	12%
O=C(O)/C=C/C(=O)NNC(=O)c1ccc(O)cc1	1.0%	-1%
O=C(CSc1nnc(-c2ccncc2)n1-c1ccccc1)c1ccc([N+](=O)[O-])cc1	-5.7%	3%
S=c1[nH]nc(-c2ccccc2)c2ccccc12	-1.3%	4%
c1csc(-c2nc(-c3ccncc3)no2)c1	1.3%	-9%
CC(=O)Nc1ccc(C(=O)N2CC(C)CC(C)C2)cc1 (configuration not stated)	5.3%	-5%
CC(C)c1cccc(C(C)C)c1NC(=O)COc1ccccc1[N+](=O)[O-]	0.0%	2%
COc1ccc(Cn2c(C)nc3oc4cc(OC)ccc4c(=O)c3c2=O)cc1	-11%	-10%
O=C(CSCCO)Nc1ccc(C23CC4CC(CC(C4)C2)C3)cc1	-0.8%	nt
CC1=NN(c2nc(-c3cc4ccccc4[nH]3)cs2)C(=O)C1C (configuration not stated)	-0.1%	3%
C=CCC1c2cccc(C(=O)O)c2C(=O)N1c1ccc(Cl)cc1 (configuration not stated)	7.2%	nt
COc1ccc(-n2c(Cc3cccn3C)nnc2SCC(=O)Nc2ccccc2)cc1	-3.2%	4%
CC(C)OCCCNC(=O)C1CCN(S(=O)(=O)N2CCCCC2)CC1	-0.6%	-8%
CC(=O)c1ccc(NC(=O)C(C)Sc2nnnn2C)cc1 (configuration not stated)	-8.3%	6%
O=C(/C=C/c1cn(-c2ccccc2)nc1-c1ccccc1)N1CCOCC1	0.6%	4%
COc1ccc(/C=C2/NC(=S)NC2=O)cc1OCc1ccccc1	-37%	0%

5 entries picked at random from the list so far:
SMILES	Hsp70 inhibitors	MKP-3 inhibition
COc1ccc(/C=C2/NC(=S)NC2=O)cc1OCc1ccccc1	-37%	0%
O=C(/C=C/c1cn(-c2ccccc2)nc1-c1ccccc1)N1CCOCC1	0.6%	4%
COc1ccc(Cn2c(C)nc3oc4cc(OC)ccc4c(=O)c3c2=O)cc1	-11%	-10%
CC(C)OCCCNC(=O)C1CCN(S(=O)(=O)N2CCCCC2)CC1	-0.6%	-8%
CC(C)c1cccc(C(C)C)c1NC(=O)COc1ccccc1[N+](=O)[O-]	0.0%	2%

Going on with the list:
SMILES	Hsp70 inhibitors	MKP-3 inhibition
CCOc1ccc(S(=O)(=O)N(CC(=O)Nc2ccc(Cl)cc2)c2ccc(C)cc2)cc1	-2.6%	2%
COc1cccc(-n2sc3c(c2=S)-c2cc(Cl)ccc2NC3(C)C)c1	-3.5%	-1%
COCCCNC(=O)Nc1ccc(Br)cc1Cl	-0.2%	-1%
Cc1nc(Nc2cccc(C(F)(F)F)c2)nc2c1C(=O)CC(C)C2 (configuration not stated)	-4.4%	9%
CCCC(=O)Nc1sc2c(c1C(=O)OC)C(C(=O)OC)CC2 (configuration not stated)	-0.8%	nt
CC(C)NC(=O)c1cc2cc(Br)ccc2oc1=O	-1.4%	-13%
O=C(CSc1nnc(Cn2nnc(-c3ccccc3)n2)n1-c1ccccc1)Nc1ccc(F)cc1	12%	-9%
Ic1ccc(-c2nc(-c3ccccc3)no2)cc1	4.9%	1%
CC(=O)NCC(=O)NC1(C(=O)NC2CCCC2)CCCCC1	0.1%	1%
COc1ccc(OC)c(/C=C/C(=O)Oc2cc(C)cc(C)c2)c1	0.0%	5%
C=C(C)COc1ccc(-c2ncncc2Oc2ccc(OC)cc2)c(O)c1	-2.9%	-6%
COC(=O)C1=C(C)NC(C)=C(C(=O)OC)C1c1cn(-c2ccccc2)nc1-c1ccc(S(=O)(=O)N(C)C)cc1	0.2%	2%
CCC(=NCc1ccccc1)c1c(C(F)(F)F)[nH]n(-c2nc3ccccc3s2)c1=O	1.0%&1.9%	0%
Cc1nc(SCC(=O)Nc2ccc3c(c2)OCCO3)c2oc3ccccc3c2n1	10%	-5%
COc1ccc(OC)c(-n2c(O)cnc2Nc2nc(C)cc(C)n2)c1	-9.2%&-5.6%	-4%&2%
Cc1ccc(NC(=O)CN2CCN(c3ccccn3)CC2)c(Cl)c1	0.8%	nt
CCC(C)NC(=O)C1CCC(=O)N1Cc1ccc(C)cc1 (configuration not stated)	-2.0%	3%
CCOc1cc(/C=C/C(=O)O)cc(I)c1OC	-0.5%	5%
CC(=O)Nc1sc(C(=O)OC(C)C)c(C)c1C(N)=O	6.4%	1%
O=c1oc2c(CN3CCOCC3)c(O)c(Cl)cc2c2c1CCCC2	3.1%	8%
COCCCn1c(C)nc2c(c1=O)c1nc3ccccc3nc1n2CCc1ccccc1	0.2%	-3%
O=C(N/N=C/c1ccc2c(c1)OCO2)c1ccc(CO)nc1	0.1%	0%
CCOC(=O)c1c(C)c(C(=O)NCc2cccnc2)c(C)n1CC	-4.8%	6%
Cc1ccc2nc(NCCCO)nc(-c3ccccc3)c2c1	3.3%	nt
O=C(CN1C(=O)CSC1=O)NC1CCCCC1	-4.4%	-9%
CCOc1ccc(C(NC(=O)Cc2cc(OC)c(OC)cc2Br)c2ccc(OC)cc2)cc1 (configuration not stated)	-2.0%	-1%
Cc1ccc(Oc2ccc(-c3nc(N)nc(N)n3)cc2)cc1	2.1%	-10%
CCCC(=O)Nc1ccc(N2CCOCC2)cc1	-2.4%&6.2%	-6%&0%
O=C(c1ccco1)N1CCC(c2nc(-c3ccccc3Cl)no2)CC1	0.9%	-11%
CCC(=O)Nc1ccc(NC(=O)c2ccccn2)cn1	1.3%	-5%
CCOC(=O)C1=C(N)OC2=C(C(=O)CC(C)(C)C2)C1c1cccs1 (configuration not stated)	-1.9%	nt
COC(=O)c1n[nH]c(=O)c2ccccc12	-0.5%	-2%
Oc1oc(-c2ccccc2)nc1C=Nc1ccccc1	-9.9%	nt
COc1ccccc1N1CCN(CC(=O)Nc2cccc(F)c2)CC1	3.3%	14%
CCOc1ccc(C(=O)Nc2ccccc2OC)cc1Br	2.6%	2%
CCSc1nc(N)c2c3c(sc2n1)COC(C)(CC)C3 (configuration not stated)	-3.1%	4%
Cc1ccc([N+](=O)[O-])cc1NC(=O)COc1ccccc1Cl	2.0%	4%
C/C(=N/O)C(O)C12CC3CC(CC(C3)C1)C2 (configuration not stated)	3.7%	-6%
O=C(O)c1cc(Cl)c(Cl)cc1C(=O)N1CCOCC1	-5.1%	-4%
Cc1ccc2nc(-c3ccc(N4C(=O)C5C6c7ccccc7C(c7ccccc76)C5C4=O)cc3)sc2c1 (configuration not stated)	-4.0%	2%
COc1ccccc1NC(=O)C1=C(C)NC(SCC(=O)c2ccc(C)cc2)=C(C#N)C1c1ccco1 (configuration not stated)	-20%	-3%
CN1CCN(c2ccc([N+](=O)[O-])cc2/C=N/NC(=O)c2cccc([N+](=O)[O-])c2)CC1	-1.3%	0%
CCCCNC(=O)C1CCN(c2nc(OC)nc(OC)n2)CC1	2.1%	nt
COC(=O)COc1ccc2ccc(=O)oc2c1	-0.6%	3%
CC(NC(=O)COc1cccc(Br)c1)C(=O)O (configuration not stated)	6.1%	0%
O=C(COc1cccc2ccccc12)NNC(=O)Cc1ccc(Cl)cc1	3.7%	2%
O=C(/C=C/c1ccc2c(c1)OCO2)n1cnc2ccccc21	4.8%	0%
COC(=O)COc1ccc(/C=C2\C(=O)NC(=O)N(c3ccc(Cl)cc3)C2=O)cc1OC	2.1%	3%
Cc1c(NS(=O)(=O)c2cccc(C(=O)NCc3ccccc3)c2)c(=O)n(-c2ccccc2)n1C	-4.1%	nt
COc1ccc(N(CC(=O)Nc2ccccc2)S(C)(=O)=O)c(OC)c1	-2.4%	-1%
Next part
SMILES	Hsp70 inhibitors	MKP-3 inhibition
CCOC(=O)c1c(NC(C)=O)sc2c1CCC/C2=N/OC(=O)c1ccccc1	-0.4%	0%
CCOC(=O)c1c(NC(=O)CCN2C(=O)c3ccccc3C2=O)sc(C(C)=O)c1C	3.0%	3%
COc1cc2c(cc1NC(=O)C(C)OC(=O)C1CC(=O)N(Cc3ccco3)C1)oc1ccccc12 (configuration not stated)	2.8%	nt
N#C/C(=C\c1c(N2CCC(C(N)=O)CC2)nc2ccccn2c1=O)S(=O)(=O)c1ccccc1	-1.3%	-4%
O=C(CC1Oc2ccccc2NC1=O)NCCCN1CCOCC1 (configuration not stated)	3.7%	-12%
CCn1c(SCC(=O)NC(=O)NCc2ccco2)nnc1-c1cccs1	2.6%	nt
COC(=O)c1cccc(COC(=O)c2ccc(CS(=O)(=O)c3ccc(C)cc3)cc2)c1	-5.0%	nt
CC12CN3CC(C)(CN(C1)C31C(=O)N(Cc3ccccc3)c3ccccc31)C2=O (configuration not stated)	-2.7%	-16%
Cc1ccc(NC(=O)COc2ccc(Br)cc2CO)cc1	2.8%	nt
CCNC(=O)CN(c1cccc(Cl)c1)S(=O)(=O)c1ccccc1	2.4%	0%
Cc1cc(NC(=O)COC(=O)C2CCN(C(=O)c3ccc(Cl)cc3)CC2)no1	2.6%	7%
O=C(Nc1ccc2nc(-c3cccs3)[nH]c2c1)c1cccs1	1.6%	0%
CC1=[N+]([O-])C(C)(C)CC(C)(C)c2ccccc21	-6.9%	-10%
COc1ccc(/C=N/NC(=O)C(=O)NCc2ccccn2)cc1	-24%	0%
COc1ccc(C2Nc3ccccc3C(=O)N2c2ccccc2)cc1COc1ccc(NC(C)=O)cc1 (configuration not stated)	-0.6%	2%
CC(=O)Nc1ccc(N2C(=O)c3ccc(C(=O)c4cccc([N+](=O)[O-])c4)cc3C2=O)cc1	-0.5%	6%
CCOC(=O)c1ccccc1NC(=O)CSc1nnc(Cc2cccn2C)n1-c1ccc(F)cc1	2.6%	9%
CCOCCCNC(=O)COc1ccc(OC)cc1	2.4%	nt
Cc1ccnc2nc(C(=O)NCCc3ccc(F)cc3)nn12	-0.1%	nt
Cc1cc(C)cc(OCC(=O)Nc2ccccc2C(=O)NCc2ccco2)c1	-4.4%	5%
O=C(Nc1cccc(C(F)(F)F)c1)c1cc([N+](=O)[O-])ccc1Cl	7.6%	6%
Nc1cc(S(=O)(=O)Nc2ccccc2)ccc1Cl	-0.6%	-5%
Cc1[nH]c2ccc(-c3nnc(SCC(=O)NCc4ccco4)n3Cc3ccccc3)cc2c1C	-3.4%	-5%
O=S(=O)(c1ccc(N2CCN(CCO)CC2)nc1)N1CCCCC1	1.8%	nt
CN(C)c1nc(NCc2ccccc2)nc(Oc2ccc(=O)[nH]n2)n1	2.3%	0%
O=C(NCC1CCCO1)c1cc(-c2ccncc2)nc2ccc(S(=O)(=O)N3CCOCC3)cc12 (configuration not stated)	1.0%	0%
CCOC(=O)CN(C(=O)Cn1nnc(-c2ccc(C)cc2)n1)C(CC)C(=O)NC1CCCC1 (configuration not stated)	-1.5%	0%
CCOc1ccccc1C1C(C(N)=O)=C(C)Nc2nc(CCCO)nn21 (configuration not stated)	nt	-4%
O=C(c1ccco1)N1CCN(c2cccc(Cl)c2)CC1	-2.0%	-5%
Cn1cccc1Cc1nnc(SCC(=O)NCc2ccccc2)n1-c1ccc(F)cc1	-4.1%	-4%

Part of the list above, set out differently:
mol: CN1CCN(c2ccc([N+](=O)[O-])cc2/C=N/NC(=O)c2cccc([N+](=O)[O-])c2)CC1
  Hsp70 inhibitors = -1.3%
  MKP-3 inhibition = 0%
mol: CCCCNC(=O)C1CCN(c2nc(OC)nc(OC)n2)CC1
  Hsp70 inhibitors = 2.1%
  MKP-3 inhibition = nt
mol: COC(=O)COc1ccc2ccc(=O)oc2c1
  Hsp70 inhibitors = -0.6%
  MKP-3 inhibition = 3%
mol: CC(NC(=O)COc1cccc(Br)c1)C(=O)O (configuration not stated)
  Hsp70 inhibitors = 6.1%
  MKP-3 inhibition = 0%

Following part:
SMILES	Hsp70 inhibitors	MKP-3 inhibition
CC(=O)Nc1ccccc1NC(=O)c1cccc(F)c1	-2.2%	4%
O=C(/C=C/c1ccco1)Nc1scc(-c2cccs2)c1C(=O)O	0.5%	4%
CC(=O)Nc1ccc(S(=O)(=O)Nc2ccc(Oc3ccccc3)cc2)cc1	-6.5%	4%
C/C(=N\N=C1\NC(=O)C(CC(=O)Nc2ccccc2C(F)(F)F)S1)c1ccccc1 (configuration not stated)	2.1%	3%
COc1ccc(NC(=O)c2ccc(C)c([N+](=O)[O-])c2)cc1OC	-4.8%	2%
COc1ccc(OC)c(C2C3CN(C(C)C)CC=C3C(C#N)=C(N)C2(C#N)C#N)c1 (configuration not stated)	50%	-9%
COc1ccccc1-c1cc(-c2ccccc2)nc(SC)c1C#N	-16%	-1%
COc1ccccc1NC(=O)CSc1nsc(SCC(=O)Nc2ccccc2OC)n1	3.1%	5%
CC(=O)CC(=O)NC(=NC1CCCCC1)Nc1nc(C)cc(C)n1	1.7%	0%
CC1(C)CC1(C#Cc1ccccc1)C(=O)O (configuration not stated)	5.0%	1%
CC1CC(C)CN(c2ncc3c(n2)CC(c2ccccc2)CC3=O)C1 (configuration not stated)	-2.4%	-9%
C/C(=N\OCC(=O)N=Nc1c(O)n(CN2CCN(C)CC2)c2ccccc12)c1cccs1	2.7%	0%

Complete entries, looked up by structure.
Shown for CC(=O)Nc1ccc(S(=O)(=O)Nc2ccc(Oc3ccccc3)cc2)cc1 = Hsp70 inhibitors = -6.5%; MKP-3 inhibition = 4%
Shown for C/C(=N\N=C1\NC(=O)C(CC(=O)Nc2ccccc2C(F)(F)F)S1)c1ccccc1 (configuration not stated) = Hsp70 inhibitors = 2.1%; MKP-3 inhibition = 3%

Compound activity as filed in PubChem.

An excerpt; the hit share may differ from the screen's.
